High-throughput results as filed in PubChem.
LYPLA1 inh – counter-screen for PME1 inhibitors: inhibitors of human LYPLA1. inhibition, % at 5.9 µM. recombinant LYPLA1, FP-Rh probe fluorescence polarization. O75608. hit rate 0.16% among 320,000;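 active = inhibition above the mean of all tested compounds plus 3 SD, set per campaign, cut at about 14% in these data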;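 also: inhibitors block serine hydrolase probe labeling of LYPLA1 so polarization falls; 0% = enzyme with DMSO and 100% = wells lacking LYPLA1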
PAFAH2 inh – inhibitors of human PAFAH2. Q99487. recombinant PAFAH2, FP-rhodamine activity probe, fluorescence polarization. inhibition, % at 3.39 µM. hit rate 0.99% among 340,000. AID 492956;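 active = inhibition above the mean over all tested compounds plus 3 SD, cut at about 30% in these data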;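 also: inhibitors block probe labeling of enzyme so polarization drops; 0% = enzyme with DMSO and 100% = wells lacking PAFAH2 protein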
PAD4 inh – PAD4 (human) enzyme inhibition | Q9UM07 | recombinant PAD4, RCA probe fluorescence polarization | inhibition, % at 6.36 µM | hit rate 0.41% among 330,000;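 active = percent inhibition above a cutoff equal to the mean of all tested compounds plus 3 SD, cut at about 15% in these data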;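 also: 0% = PAD4 with RCA probe and DMSO and 100% = probe without PAD4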
Target sequence (Q9UM07 whole entry, looked up): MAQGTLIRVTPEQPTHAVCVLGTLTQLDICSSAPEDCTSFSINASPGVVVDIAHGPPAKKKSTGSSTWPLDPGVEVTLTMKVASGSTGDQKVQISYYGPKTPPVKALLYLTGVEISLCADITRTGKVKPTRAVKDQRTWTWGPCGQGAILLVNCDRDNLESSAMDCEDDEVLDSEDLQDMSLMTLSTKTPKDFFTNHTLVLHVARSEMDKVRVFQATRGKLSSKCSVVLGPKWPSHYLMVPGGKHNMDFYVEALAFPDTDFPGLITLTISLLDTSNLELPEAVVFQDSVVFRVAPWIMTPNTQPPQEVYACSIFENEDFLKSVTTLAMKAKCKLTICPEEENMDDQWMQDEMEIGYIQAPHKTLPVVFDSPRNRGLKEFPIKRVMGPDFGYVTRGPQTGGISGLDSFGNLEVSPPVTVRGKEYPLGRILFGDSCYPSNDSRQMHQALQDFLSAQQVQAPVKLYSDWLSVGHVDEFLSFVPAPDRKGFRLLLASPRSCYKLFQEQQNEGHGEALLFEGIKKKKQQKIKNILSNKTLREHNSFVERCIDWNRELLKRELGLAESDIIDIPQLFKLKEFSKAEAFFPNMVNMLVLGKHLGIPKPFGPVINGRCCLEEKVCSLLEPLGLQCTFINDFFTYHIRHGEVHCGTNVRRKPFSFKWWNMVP
EBNA-1 inh – blocks EBNA-1 binding to DNA; EBNA-1 DNA binding, fluorescence polarization; hit rate 0.34% among 300,000; inhibition, % at 14.8 µM; in the data active = inhibition above about 28%
PAFAH1B3 inh – PAFAH1B3 (human) inhibition. Q15102. hit rate 0.28% among 340,000. inhibition, % at 3.39 µM. recombinant PAFAH1B3, FP-rhodamine probe, fluorescence polarization;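 active = inhibition above the screen-wide average of all tested compounds plus 3 SD, cut at about 25% in these data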;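 also: 0% = enzyme with DMSO only and 100% = wells lacking PAFAH1B3 protein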
PREPL inhibitor – inhibitors of human prolyl oligopeptidase-like enzyme PREPL. recombinant PREPL, fluorescence polarization activity-based probe. inhibition, % at 5.96 µM. hit rate 0.68% among 320,000; in the data active = inhibition above about 43%;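 also: 0% = enzyme with DMSO and 100% = wells lacking enzyme; many of its hits are not listed in these tables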
ZTA counter – ZTA (EBV) inhibition in EBNA-1 counter-screen; hit rate 0.15% among 320,000; ZTA-DNA binding, fluorescence polarization; inhibition, % at 11 µM; P03206; in the data active = inhibition above about 33%
Target sequence (P03206 whole entry, looked up): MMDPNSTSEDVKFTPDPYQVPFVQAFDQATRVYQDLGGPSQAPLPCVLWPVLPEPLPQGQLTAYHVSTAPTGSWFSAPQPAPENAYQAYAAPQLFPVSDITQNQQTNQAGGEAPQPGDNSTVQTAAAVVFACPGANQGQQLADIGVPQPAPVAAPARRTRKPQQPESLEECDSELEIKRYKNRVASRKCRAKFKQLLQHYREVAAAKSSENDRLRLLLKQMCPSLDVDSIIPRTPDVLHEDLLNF
LYPLA2 inh – blocks human lysophospholipase 2, a PME1 counter-screen; O95372; recombinant LYPLA2, FP-Rh probe fluorescence polarization; inhibition, % at 5.9 µM; hit rate 0.38% among 320,000; AID 2177;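 active = inhibition above the screen-wide mean plus 3 SD, limit set per campaign, cut at about 26% in these data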;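 also: 0% = LYPLA2 with DMSO and 100% = wells lacking LYPLA2 enzyme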
GSTO1 inh – counter-screen for RBBP9 inhibitors: inhibitors of human GSTO1; recombinant GSTO1, activity-based probe fluorescence polarization; inhibition, % at 5.96 µM; hit rate 1.1% among 300,000; AID 1974;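 active = inhibition above the campaign mean inhibition plus 3 SD, cut at about 35% in these data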;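 also: 0% = GSTO1-1 with DMSO and 100% = wells lacking GSTO1-1 enzyme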
* marks the source's active call; other numbers are inactive results; . = no result given. Only part of the results is shown; rates above refer to the full screens.

Fields: LYPLA1 inh, PAFAH2 inh, PAD4 inh, EBNA-1 inh, PAFAH1B3 inh, PREPL inhibitor, ZTA counter, LYPLA2 inh, GSTO1 inh
> Nn1cnnc1N/N=C/c1ccc(F)cc1
 : -1, -3, 41*, -7, 7, 3, 1, -1, 18
> Cc1ccc(C)c(NC(=O)CN(C)C(=O)Cc2ccccc2)c1
 : 0, -8, -1, -3, 8, 2, -1, -2, 1
> CC(=O)Nc1n[nH]c(S(=O)(=O)Cc2ccc(Cl)cc2Cl)n1
 : 5, 3, -1, 4, 7, 12, 10, 1, -1
> O=C(NNC(=O)c1nc2ccccc2[nH]1)OCc1ccccc1
 : ., 5, 0, ., 14, 4, ., ., .
> CCc1ccc(-c2nnn(CCC(=O)OC)n2)cc1
 : -1, -3, 5, -4, 0, 4, -11, 8, -5
> COc1ccc(Cl)cc1N(CC(=O)NCCSc1ccccn1)S(=O)(=O)c1ccccc1
 : -4, 8, 1, 5, 5, -3, 4, -4, 2
> CC1Cc2ccccc2N1C(=O)c1cc2cccnc2n(C)c1=O (stereo not drawn)
 : -1, 0, 4, 6, 8, -8, 5, 3, 7
> CCCOc1ccc(N2C(=O)CC(NCCc3ccc(S(N)(=O)=O)cc3)C2=O)cc1 (stereo not drawn)
 : 2, -7, 4, 3, 6, -7, 17, 2, -7
> COc1ccc(S(=O)(=O)N2CCCN(CC(=O)Nc3ccc(OC)c(Cl)c3)CC2)cc1
 : -2, 4, 2, -7, 1, 5, -14, -2, 36*
> COc1ccc(NC(=O)c2ccc(COc3ccc(C)cc3)o2)cc1
 : 2, 1, 0, 6, -1, 4, 10, -1, 7

(further entries)
Fields: LYPLA1 inh, PAFAH2 inh, PAD4 inh, EBNA-1 inh, PAFAH1B3 inh, PREPL inhibitor, ZTA counter, LYPLA2 inh, GSTO1 inh
> Cc1ccccc1NC(=S)NCC1CCC(CNC(=S)Nc2ccccc2C)CC1 (stereo not drawn)
 : 0, 1, -2, -5, 0, -7, 11, 2, 1
> CC1CCc2cc(F)ccc2N1C(=O)c1ccncc1 (stereo not drawn)
 : -3, -3, -2, 3, 6, -1, 1, -4, 2
> CCC(C)NC(=O)c1ccccc1NC(=O)CN1C(=O)c2ccccc2S1(=O)=O (stereo not drawn)
 : -2, 1, 7, 2, 10, 7, -6, -3, -5
> O=C(NC1CCCC1)C(c1cccs1)N(C(=O)c1ccno1)c1ccccc1 (stereo not drawn)
 : 0, 5, -7, 1, 5, -3, -7, 3, 3
> Nc1nonc1-n1nnc(C(=O)N/N=C/c2ccoc2)c1CSc1ccccc1
 : -1, 2, 0, 1, -5, 0, -2, 4, 2
> CCOC(=O)C1=C(N)N(c2cc(S(=O)(=O)N3CCOCC3)ccc2Cl)C(=O)C1
 : -2, -1, 6, -3, 2, 0, 8, -4, 4
> CCN1CCN(C(=O)C(C)Oc2ccc(S(=O)(=O)N3CCCC3)cc2C(N)=O)CC1 (stereo not drawn)
 : -1, 6, -5, ., 8, 8, 1, 3, .
> CCOc1ccccc1C(=O)Nn1c(C2CCC2)nc2ccccc2c1=O
 : -2, -5, -1, -3, -1, -1, -8, -1, 1
> CCN(CC)C(=O)C(=O)c1cn(CC(=O)NCc2ccc3c(c2)OCO3)c2ccccc12
 : -6, 7, 4, -1, 7, 7, 6, -1, 8
> COC(=O)C(C)Sc1ncnc2c1c(-c1ccccc1)cn2-c1ccc(OC)cc1 (stereo not drawn)
 : -2, -7, 2, -11, 5, -1, -10, 5, 3

Next section.
Fields: LYPLA1 inh, PAFAH2 inh, PAD4 inh, EBNA-1 inh, PAFAH1B3 inh, PREPL inhibitor, ZTA counter, LYPLA2 inh, GSTO1 inh
> CCc1ccc(OCC(=O)NC(=S)Nc2ccc(F)cc2)c(Br)c1
 : 2, -1, 0, -2, 4, 3, 1, 1, -4
> Cc1ccnc2nc(C(=O)OCC(=O)N(CC(C)C)CC(C)C)nn12
 : 0, -1, -9, 2, -1, -3, -10, -6, 3
> O=C(CC1CC2CCC1C2)N1CCN(S(=O)(=O)c2ccccc2[N+](=O)[O-])CC1 (stereo not drawn)
 : -3, -6, 0, ., 4, 4, 0, -3, .
> NS(=O)(=O)c1ccc(-c2ccc(/C=N/Nc3ccc(C(=O)O)cc3)o2)cc1
 : -3, 3, -6, -2, 5, 19, -3, -8, -3
> Cc1nc(Cl)sc1C(=O)Nc1cccc2ccccc12
 : -5, -1, 1, 1, -3, -7, -1, -5, 6
> CCOCCn1c(CN2CCc3ccccc3C2)nc2c1c(=O)n(C)c(=O)n2C
 : 0, -6, 2, -2, 1, -1, -6, -4, 3
> Cc1ccc(NC(=O)Nc2cc(-c3ccccc3)nn2C)cc1Cl
 : -36, 11, 0, -3, 15, 17, -4, -47, -35
> CC(Oc1ccccc1)C(=O)N1CCN(c2ccc(N3CCCCC3)nn2)CC1 (stereo not drawn)
 : -3, 1, 0, -1, 7, 2, -27, -1, 11
> CCOC(=O)C(=O)NCC(c1cccs1)S(=O)(=O)c1ccc(C)cc1 (stereo not drawn)
 : -4, 4, 0, 3, 7, 10, -7, -4, -15
> Cc1cc(C)nc(N2CCN(C(=O)CCC(=O)Nc3nnc(CC(C)C)s3)CC2)n1
 : -3, 3, 0, -10, 2, 4, -10, -2, 3

Following part.
Fields: LYPLA1 inh, PAFAH2 inh, PAD4 inh, EBNA-1 inh, PAFAH1B3 inh, PREPL inhibitor, ZTA counter, LYPLA2 inh, GSTO1 inh
> CCOc1ccc(/C=N/N2C(C)CCCC2C)cc1OC (stereo not drawn)
 : 0, 3, 2, -12, 2, 17, -3, 7, 3
> CCCCn1c(SCC(=O)Nc2nnc(C)s2)nc2c1c(=O)n(C)c(=O)n2C
 : -1, 0, 2, 1, 1, 0, -6, 3, 5
> COc1ccc(NC(=O)c2ccc(COc3ccccc3OC)o2)cc1OC
 : -1, -4, 3, 3, -2, 12, 4, 7, -1
> NC(=O)CSc1ccc(S(=O)(=O)N2CCCCC2)cn1
 : -1, 8, 2, ., -1, 3, -13, 4, .
> Cc1occc1C(=O)NCCCCNC(=O)c1ccoc1C
 : 1, -4, 8, 5, 5, 1, 3, 1, 2
> NCCCC[C@H]1CN=C(N)N1CCC12CC3CC(CC(C3)C1)C2
 : -3, 2, -2, 9, 6, 12, 10, 4, 4
> O=[N+]([O-])c1ccc(-c2cnc(NO)nc2)cc1
 : 3, 3, -4, 7, 8, 26, 0, 4, 6
> COc1cccc(NC(=O)CN2C(=O)NC(C)(CCC(C)C)C2=O)c1 (stereo not drawn)
 : 6, -4, -3, -5, 9, 10, -16, 7, 9
> NS(=O)(=O)c1ccc(CNC(=O)C(c2ccccc2)c2ccccc2)cc1
 : 2, -3, 1, -19, 3, -2, -18, -3, 2
> CCN1CCN(Cc2ccc(NC(=O)c3ccc(C)c(NC(=O)c4csc(-c5ccncc5)n4)c3)cc2C(F)(F)F)CC1
 : -10, -1, -2, 7, -1, 3, 16, -17, -9

New compounds follow
Fields: LYPLA1 inh, PAFAH2 inh, PAD4 inh, EBNA-1 inh, PAFAH1B3 inh, PREPL inhibitor, ZTA counter, LYPLA2 inh, GSTO1 inh
> COc1ccc(CN2CCNC(=O)C2CC(=O)N(C)Cc2nccs2)cc1OC (stereo not drawn)
 : -5, 7, -2, -3, 9, 0, 9, -1, 5
> Cc1ccc(C(=O)Nc2ccccc2C(=O)NC2CCCCC2)cc1S(=O)(=O)N1CCOCC1
 : 0, 1, -2, -3, 4, -4, -2, -8, 4
> COc1ccccc1NC(=O)CSc1ccc2nnc(-c3ccncc3)n2n1
 : -1, 10, 4, 0, 4, -15, 16, 1, 5
> O=C(CC(c1ccccc1)c1ccccc1)Nc1ccc(Cl)cn1
 : -8, -2, 4, -3, -6, -28, 8, 2, -3
> CCCc1ccc(-c2cc(NC(=O)CSc3nnc(N)s3)n(-c3ccccc3)n2)cc1
 : -12, -5, -8, -12, -7, 12, -4, -23, -5
> Cc1nnc(NC(=O)Cn2nc(C)c3ccccc3c2=O)s1
 : -2, 12, -2, -7, 2, -6, 7, -8, 3
> CCNC(=S)N/N=C(\C)c1cccc(OC)c1
 : -1, 0, -2, -9, -4, 5, 2, -2, 6
> CCOc1ccc(-c2nnc(SCC(=O)NC3CC3)o2)cc1
 : 1, -8, 0, ., 5, 3, -3, 0, .
> O=C(CCC(=O)c1ccc(F)cc1)OC1CCOC1=O (stereo not drawn)
 : -1, -35, -6, 0, 7, -5, 6, 3, 4
> Cc1cccc(C)c1NC(=O)NC1(C(=O)N2CCCCC2)CCCCC1
 : 1, 3, -6, 1, 1, 3, 10, 3, -3

5 entries from above, in markdown:
| SMILES | LYPLA1 inh | PAFAH2 inh | PAD4 inh | EBNA-1 inh | PAFAH1B3 inh | PREPL inhibitor | ZTA counter | LYPLA2 inh | GSTO1 inh |
| --- | --- | --- | --- | --- | --- | --- | --- | --- | --- |
| CC1CCc2cc(F)ccc2N1C(=O)c1ccncc1 (stereo not drawn) | -3 | -3 | -2 | 3 | 6 | -1 | 1 | -4 | 2 |
| CCC(C)NC(=O)c1ccccc1NC(=O)CN1C(=O)c2ccccc2S1(=O)=O (stereo not drawn) | -2 | 1 | 7 | 2 | 10 | 7 | -6 | -3 | -5 |
| O=C(NC1CCCC1)C(c1cccs1)N(C(=O)c1ccno1)c1ccccc1 (stereo not drawn) | 0 | 5 | -7 | 1 | 5 | -3 | -7 | 3 | 3 |
| Nc1nonc1-n1nnc(C(=O)N/N=C/c2ccoc2)c1CSc1ccccc1 | -1 | 2 | 0 | 1 | -5 | 0 | -2 | 4 | 2 |
| CCOC(=O)C1=C(N)N(c2cc(S(=O)(=O)N3CCOCC3)ccc2Cl)C(=O)C1 | -2 | -1 | 6 | -3 | 2 | 0 | 8 | -4 | 4 |

Three compounds out of the list, arranged by count of non-hydrogen atoms, low to high:
Fields: LYPLA1 inh, PAFAH2 inh, PAD4 inh, EBNA-1 inh, PAFAH1B3 inh, PREPL inhibitor, ZTA counter, LYPLA2 inh, GSTO1 inh
> CCNC(=S)N/N=C(\C)c1cccc(OC)c1
 : -1, 0, -2, -9, -4, 5, 2, -2, 6
> O=C(CC(c1ccccc1)c1ccccc1)Nc1ccc(Cl)cn1
 : -8, -2, 4, -3, -6, -28, 8, 2, -3
> Cc1cccc(C)c1NC(=O)NC1(C(=O)N2CCCCC2)CCCCC1
 : 1, 3, -6, 1, 1, 3, 10, 3, -3

Next part.
Fields: LYPLA1 inh, PAFAH2 inh, PAD4 inh, EBNA-1 inh, PAFAH1B3 inh, PREPL inhibitor, ZTA counter, LYPLA2 inh, GSTO1 inh
> O=C(NCc1ccccn1)Nc1ccc(Cl)c(Cl)c1
 : -4, -3, 4, 0, 11, 6, -8, 7, -8
> CCN(CC)C1CCCCC1NS(=O)(=O)c1ccc(Cl)cc1 (stereo not drawn)
 : 2, -4, 6, 10, 5, -77, 9, 0, 1
> O=C(CCSc1nnc(-c2ccncc2)o1)Nc1ccc(Cl)cc1
 : -2, 0, -7, -4, 7, -4, 7, 7, -1
> O=Cc1c(-c2ccc(F)cc2)nc2ccccn12
 : 2, 1, 1, -12, 15, 11, -8, 2, -1
> Cn1ncc(Cl)c1C(=O)N1CCN(c2ncccn2)CC1
 : -1, 4, -6, 0, -6, 2, -8, -1, -1
